PAX8 reporter = lowers PAX8-driven luciferase in RMG-I cells; inhibition, % at 12.6 µM; 360,000 compounds, 1.2% hits; RMG-I TPO-luciferase reporter, SteadyGlo, 24 h; AID 652154;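 active means mean replicate inhibition at least 60% with every replicate also reaching 60%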;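 further: luciferase light reporting Pax8 driven TPO promoter activity; plate controls were median of neutral control wells for no effect and mitoxantrone controls for full effect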
EWS-Fli inh = inhibitors of EWS/Fli oncoprotein transcriptional activity. inhibition, % at 12.6 µM. A673 NR0B1-luciferase reporter, viability-normalised. 350,000 compounds, 0.67% hits;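 active means mean inhibition of at least 50% after viability correction, with every replicate also passing that limit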;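 further: firefly luciferase signal divided by Alamar Blue viability fluorescence both relative to DMSO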
LGR2 antag = blocks bursicon-induced cAMP signaling via Drosophila LGR2; 380,000 compounds, 0.35% hits; inhibition, % at 9.99 µM; HEK293 LGR2, CRE-luciferase, bursicon-stimulated, 4 h;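 active means drop in luminescence signal, shown as inhibition above about 50% in the replicate tests, limit read from the data, passing the limit was not always enough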;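 further: agonist challenge used bursicon conditioned medium at about half maximal strength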
miR-122 sensor = inhibitors of miR-122 in Huh7 cells; 340,000 compounds, 0.3% hits; activation (reporter increase), % at 12.5 µM; Huh7 miR-122 Renilla luciferase sensor, 48 h; neutral wells = 0, positive control = 100;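 active means mean replicate activation score at least 90 and every replicate individually at or above 90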;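 further: higher luciferase means less miR-122 activity so hits act as miR-122 inhibitors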
PGC1a acetyl inh = modulators of PGC1a acetylation. U2OS PGC1a acetylation, AlphaScreen anti-acetyl-lysine; with virally co-expressed GCN5 acetyltransferase. inhibition, % at 15.6 µM. 350,000 compounds, 0.17% hits;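 active means every replicate shows inhibition of at least 40%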;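 further: 0% = neutral control wells and 100% = positive control wells; some results beyond the cut were filed as inactive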
CASP6 VEID inh = caspase-6 (human) enzyme inhibition; P55212; purified caspase-6, Z-VEID-R110 cleavage fluorescence; inhibition, % at 12.5 µM; 350,000 compounds, 0.53% hits; AID 686996;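 active means mean inhibition across replicates at least about 35%, with every replicate also reaching that limit, limit read from the data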;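 further: 0% = median of neutral control wells and 100% = no fluorescence left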
Target sequence (P55212 24-179 limits assumed): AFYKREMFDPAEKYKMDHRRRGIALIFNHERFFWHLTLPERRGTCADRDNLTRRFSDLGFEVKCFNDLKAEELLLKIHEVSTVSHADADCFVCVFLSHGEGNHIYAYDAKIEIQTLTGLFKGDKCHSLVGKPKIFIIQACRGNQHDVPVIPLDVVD
Target sequence (P55212 194-293 limits assumed): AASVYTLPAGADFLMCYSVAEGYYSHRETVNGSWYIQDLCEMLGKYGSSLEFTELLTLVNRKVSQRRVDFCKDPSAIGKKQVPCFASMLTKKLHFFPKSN
FN deposition inh = fibronectin deposition inhibition; AID 743247; inhibition, % at 12.6 µM; 350,000 compounds, 0.086% hits; AH1F fibroblasts, Alexa488-fibronectin deposition fluorescence, overnight;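 active means mean inhibition across replicates of 30% or more, regardless of how many single replicates reach that level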;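 further: positive control wells lacked labelled fibronectin entirely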
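Test system: AH1F fibroblast monolayer depositing Alexa488-labelled fibronectin into matrix. Input: 10000 cells per well. Technique: fluorescence, ex 485 nm, em 525 nm. Buffer or medium: DMEM plus 2% serum, read in PBS. Timing: 1 h cell adhesion before compound, then overnight fibronectin incubation. Compound: single dose, pinned. Read-out basis: inhibition from reduced deposited-fibronectin fluorescence.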
Cneo AK release = Cryptococcus neoformans lysis via adenylate kinase release | C. neoformans lysis, adenylate kinase release luminescence, 4 h; normalised: neutral wells 0, clomiphene wells 100 | lysis activity, % at 15 µM | 360,000 compounds, 0.2% hits;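 active means mean lysis activity across replicates of at least 80%, whatever share of replicates individually reach that level; inactive means mean lysis activity below 80%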
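Assay system: log-phase C. neoformans yeast / Quantity: yeast cell density of 5 × 10^6 cells/mL / Medium: fresh YPD growth medium / Compound: single dose / Timing: static 4 h at 37 °C with compound, 1 h detection / Measured by: adenylate kinase release luminescence / Read-out: lysis from increased AK signal / Benchmarks: Clomiphene as positive lysis control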
* = called active by the depositor; · = no result given; & = joins results of further samples; [ ] = dose if it differs, or a comment.

SMILES	PAX8 reporter	EWS-Fli inh	LGR2 antag	miR-122 sensor	PGC1a acetyl inh	CASP6 VEID inh	FN deposition inh	Cneo AK release
CCc1ccc2c(CSc3nnnn3C)cc(=O)oc2c1	10	-5	0	3	-4	0	14	0
Cc1nn(C2CCS(=O)(=O)C2)c(C)c1C=O (configuration not stated)	0	-4	5	-5	·	1	-9	3
O=C(CCl)Oc1ccc2occ(C(=O)c3cccs3)c2c1	·	·	-71	-3	10	·	·	0
COc1ccc([C@H]2/C=C\CN(S(=O)(=O)c3ccc(C)cc3)[C@@H](C)C(=O)N2Cc2ccc(F)cc2)cc1	-7	-10	9	6	-36	0	5	0
CC(C)CC1c2[nH]c3ccccc3c2CCN1CCCn1cccn1 (configuration not stated)	2	17	-13	-5	-6	-3	-3	·
Clc1ccc(C=NN2CCCCCC2)cc1	-108	-113	-122	-7	9	-5	-11	·
CCOC(=O)C1CCN(C(=O)c2ccc(CNS(=O)(=O)c3ccc(C)cc3)cc2)CC1	6	6	-2	·	-3	1	-5	·
COC(=O)c1cc(S(=O)(=O)NCCc2ccccc2)c[nH]1	-5	-6	3	18	-3	2	-7	-1
Cc1ccc(C)c(OCCC(=O)OCC(=O)N(C)c2c(N)n(Cc3ccccc3)c(=O)[nH]c2=O)c1	10	3	9	-7	5	2	-4	·
O=C(C[C@H]1C=C[C@H](NC(=O)C2CC2)[C@@H](CO)O1)NCc1ccccc1Cl	0	0	0	-6[16.7 µM]	5	2	-9	-2
COc1ccc(NC(=O)N(C)C[C@H]2OCCCC[C@@H](C)Oc3ccc(NC(=O)Nc4cccc5ccccc45)cc3C(=O)N([C@H](C)CO)C[C@@H]2C)cc1	-8	3	-9	17[16.7 µM]	-11	·	·	-2
COc1ccc(NC(=S)N2CCN(C)CC2)cc1	19	6	-13	2	-11	-3	-3	1
O=C1[C@@H]2[C@H](C(=O)N1Cc1cccnc1)[C@H]1C=C[C@@H]2C1	·	10	10	-4	4	-4	·	0
O=c1cc(SCc2ccccc2)nc[nH]1	1	-5	·	-1	13	-2	-16	1
COc1cc(/C=N\NC(=O)CNC(=O)C2COc3ccccc3O2)ccc1O (configuration not stated)	-4	·	5	9	·	·	2	-1
CCOc1ccc(S(=O)(=O)N(C)c2ccc(OCC(=O)Nc3ccccc3F)cc2)cc1	8	2	-2	2	·	10	3	0
CCn1nc(C)cc1C(=O)Sc1cccc(Br)c1	-1	12	16	-1	-7	-3	-6	1
CCOC(=O)c1sc(=S)n(C)c1NC(=O)c1ccccc1C	-9	·	-3	-8	·	·	4	1
COC(=O)C1=C/c2ccccc2C(C2CC2)N(Cc2ccc(OC)cc2)/C=C\1C(=O)OC (configuration not stated)	-9	17	·	·	-9	3	·	-5
N#CC1=C2SCN(Cc3ccco3)CN2C(=O)CC1c1c(F)cccc1Cl (configuration not stated)	5	2	34	3	3	-2	1	-1
COc1c(S(=O)(=O)NCCCn2ccnc2)ccc(Cl)c1Cl	5	-5	-9	125*	-11	-21	4	0
NC(=O)c1ccc(NC(=O)CCC(=O)N2CCN(S(=O)(=O)c3ccc(Cl)cc3)CC2)cc1	-5	6	6	·	1	0	0	·
Cc1ccc(-c2ccc(=O)n(CC(=O)NCC3COCCO3)n2)cc1 (configuration not stated)	7	-1	2	3	1	-3	-3	0
CC(=O)c1c(O)cc(O)cc1O	·	1	-16	5	0	-2	·	-4

In the list so far, three have fluorine:
SMILES	PAX8 reporter	EWS-Fli inh	LGR2 antag	miR-122 sensor	PGC1a acetyl inh	CASP6 VEID inh	FN deposition inh	Cneo AK release
COc1ccc([C@H]2/C=C\CN(S(=O)(=O)c3ccc(C)cc3)[C@@H](C)C(=O)N2Cc2ccc(F)cc2)cc1	-7	-10	9	6	-36	0	5	0
CCOc1ccc(S(=O)(=O)N(C)c2ccc(OCC(=O)Nc3ccccc3F)cc2)cc1	8	2	-2	2	·	10	3	0
N#CC1=C2SCN(Cc3ccco3)CN2C(=O)CC1c1c(F)cccc1Cl (configuration not stated)	5	2	34	3	3	-2	1	-1

Other records.
SMILES	PAX8 reporter	EWS-Fli inh	LGR2 antag	miR-122 sensor	PGC1a acetyl inh	CASP6 VEID inh	FN deposition inh	Cneo AK release
O=C(Nc1nnc(SCc2c(Cl)cccc2Cl)s1)C1CCCO1 (configuration not stated)	·	-2	-18	0	4	-1	·	-1
CC(C)(C)c1ccc(C2=CSC3=NCCN23)cc1	9	-4	2	-2	-6	-2	-2	-9
CC=Cc1ccc2n(c1=O)C[C@H]1[C@H](CO)[C@@H](C(=O)N3CCc4ccccc4C3)N(C(=O)C3CC3)[C@@H]21 (mixture of isomers)	2	4	-6	·	·	2	·	90*
COc1cc(N2CCOCC2)ncn1	-7	·	·	-4	-1	·	·	-1
COC(=O)[C@]12CCCCC=C1N(CCC1=CCCCC1)C(=O)[C@H](CC(=O)N1CCOCC1)C2	-8	-1	2	·	·	1	14	·
O=C(CCCn1c(=S)[nH]c2ccsc2c1=O)NC1CCCCC1	0	·	2	15	2	1	-5	-1
CC(CN1CCN(C)CC1)OC(=O)c1ccc(Cl)cc1 (configuration not stated)	·	·	7	1	1	·	·	2
COC(=O)/C=C/c1ccc2c(c1)OCO2	6	4	-16	-2	6	-2	-6	-1
Cc1ccc2nc(CCCc3nc4ccc(C)cc4[nH]3)[nH]c2c1	9	1	5	0	-14	1	-6	-2
CCC(=O)Nc1ccc(Oc2ccc(NC(=O)CC)c(NC(=O)CC)c2)cc1	11	2	·	-1	8	-1	16	·
CC1CCN(S(=O)(=O)c2ccc3c(c2)N(CC(=O)NCCCN2CC(C)CC(C)C2)C(=O)CS3)CC1 (configuration not stated)	7	·	-2	-4	0	-15	-6	0
C[C@@H]1CCCCO[C@H](CN(C)S(=O)(=O)c2ccccc2)[C@H](C)CN([C@H](C)CO)C(=O)c2cc(NC(=O)C3CCCCC3)ccc2O1	39	16	-4	-8[16.7 µM]	2	4	7	-2
Cc1ccc(OCC(O)Cn2c(N3CCCCC3)nc3c2c(=O)[nH]c(=O)n3C)cc1C (configuration not stated)	5	-8	-12	·	·	2	-9	3
COc1cccc(NC(=O)Nc2nnc(Cc3ccc(OC)c(OC)c3)s2)c1	-16	17	2	·	7	-1	-6	-1
CCN1C(=NCCc2ccc(Br)cc2)N[C@@H](c2ccccc2)[C@H](C(=O)OC)[C@H]1C	-6	9	15	-1	-3	2	-6	0
Fc1ccc(Oc2nc(-c3ccccn3)nc3ccccc23)cc1	-39	16	-12	-1	-7	-1	2	-2
COc1cc(-c2c(NC(=O)c3ccco3)oc3ccccc3c2=O)cc(OC)c1OC	-6	-1	13	4	10	5	-2	0
Cc1noc(C)c1NC(=O)Nc1cccc2c1O[C@H](CN(C)C(=O)Nc1ccc(C(F)(F)F)cc1)[C@H](C)CN([C@H](C)CO)C2=O	13	-4	-9	5[16.7 µM]	-3	·	-3	1
O=C(NNC(=O)C(c1ccccc1)c1ccccc1)c1cccs1	·	·	-3	-1	8	-1	·	2
Cc1ccc2occ(/C=N/NC(=O)[C@@H](N)Cc3ccccc3)c(=O)c2c1	-36	8	8	2	31	2	-1	-3
O=C(Cn1nnc(-c2ccccc2)n1)NCC(=O)Nc1ccc(F)c(F)c1F	1	-2	13	-5	11	-4	4	2
COc1ccc(CN(C)C[C@H]2OCCCC[C@@H](C)Oc3ccc(NS(=O)(=O)c4cn(C)cn4)cc3C(=O)N([C@@H](C)CO)C[C@H]2C)cc1	-20	-13	24	-1[16.7 µM]	-13	1	·	-3
Nc1[nH]c(C(=O)c2ccccc2)c(-c2cccc3ccccc23)c1C(=O)NCc1ccccc1	5	5	-5	·	·	1	0	·
O=C(Nc1cccnc1)c1cc2cc(Br)ccc2o1	-22	-36	-76	-8	-12	0	-6	-8
CCCCNC(=O)C[C@@H]1C[C@@]2(C(=O)OCC)CCC=C2N(CCC2=CCCCC2)C1=O	-16	-10	·	·	·	-1	-6	·
COc1cc2ccccc2cc1C(=O)N1CC(C)OC(C)C1 (configuration not stated)	20	-1	-5	4	·	-66	·	6
COc1ccc(CCNC(=O)CNS(=O)(=O)c2ccc(Br)s2)cc1OC	·	·	15	-1	-2	·	·	-2
CC(=O)Nc1ccc(NS(=O)(=O)c2ccc(OC(C)C(=O)N3CCOCC3)cc2)cc1 (configuration not stated)	14	-4	10	3	14	1	-8	1
CCn1c(SCC(=O)Nc2cc(S(=O)(=O)N3CCOCC3)ccc2OC)nnc1-c1ccncc1	-3	-3	-77	·	12	-1	·	·
COc1ccc(NC(=O)C(OC(=O)c2cnc(C)cn2)c2ccccc2)cc1Cl (configuration not stated)	-41	-18	-20	35	·	-2	·	·
O=C(COC(=O)/C=C/c1ccccc1Cl)NC1CCCC1	-4	6	-16	6	8	-5	0	0
O=C(NCC(=O)N(c1ccccc1)C(C(=O)NC1CCCC1)c1cccnc1)c1cccs1 (configuration not stated)	·	·	·	-4	-4	·	1	1
C/C=C/c1ccc(C2[C@H]3CNC[C@@H]2N3S(=O)(=O)c2cn(C)cn2)cc1 (some centres not stated)	3	4	0	·	2	-7	-5&2	·
CCOC(=O)C(CCCOc1ccc(C(C)CC)cc1)C(=O)OCC (configuration not stated)	-11	·	·	-1	5	·	3	0
CSc1ccc(/C=C/C(=O)OCC(=O)NC2CCCC2)cc1	-7	0	11	0	4	1	-3	1
CCOc1cc(/C=C2\SC(N)=NC2=O)ccc1O	28	19	-2	-9	12	5	-4	-2
COc1ccc(CN(C)C[C@@H]2Oc3ccc(NC(=O)c4ccncc4)cc3CC(=O)N([C@H](C)CO)C[C@H]2C)cc1	-4	·	-13	5[16.7 µM]	1	-5	-6	-5
CN1C(=O)c2cc(NC(=O)c3ccc(F)c(F)c3)ccc2OC[C@@H]2O[C@H](CC(=O)O)CC[C@@H]21	6	4	-9	21[16.7 µM]	9	·	-14	1
Cc1[nH]c2ccccc2c1C(=O)C(=O)N(C)C1CCCCC1	15	0	10	1	·	0	4	0
CCCC1Oc2ccccc2C(=O)N(CC(=O)c2ccc3c(c2)OCCO3)C1=O (configuration not stated)	-56	-53	-32	-4	-6	0	-8	-2
COc1ccc(C2CC(=O)Oc3ccc(C(C)(C)C)cc32)cc1 (configuration not stated)	15&1	-3&14	-12	-6	-11	-3&-1	17	5&29
CCc1noc(C)c1C(=O)OCC(=O)N(C)c1c(N)n(Cc2ccccc2)c(=O)[nH]c1=O	-6	-3	-10	-11	·	-2	-1	0
C[C@@H]1CN(S(=O)C(C)(C)C)[C@H](CCO)/C1=C\c1ccccc1 (some centres not stated)	3	2	8	12	13	1	4	1
O=C(CCn1nc(-c2ccc(Cl)cc2)c2ccccc2c1=O)NN1CCOCC1	1	9	8	-2	1	-2	-15	-1

Complete entries from above.
CCCC1Oc2ccccc2C(=O)N(CC(=O)c2ccc3c(c2)OCCO3)C1=O (configuration not stated) as listed: PAX8 reporter = -56; EWS-Fli inh = -53; LGR2 antag = -32; miR-122 sensor = -4; PGC1a acetyl inh = -6; CASP6 VEID inh = 0; FN deposition inh = -8; Cneo AK release = -2
CCn1c(SCC(=O)Nc2cc(S(=O)(=O)N3CCOCC3)ccc2OC)nnc1-c1ccncc1 as listed: PAX8 reporter = -3; EWS-Fli inh = -3; LGR2 antag = -77; miR-122 sensor = ·; PGC1a acetyl inh = 12; CASP6 VEID inh = -1; FN deposition inh = ·; Cneo AK release = ·
